Screening data as filed in PubChem.
RAD52 inh = inhibitors of human RAD52 DNA annealing; P43351; recombinant RAD52 DNA annealing, FRET fluorescence; inhibition, % at 18.7 µM; 0.46% of 360,000 active;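 active = every replicate showing at least 50% inhibition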
Target sequence (P43351 whole entry, looked up): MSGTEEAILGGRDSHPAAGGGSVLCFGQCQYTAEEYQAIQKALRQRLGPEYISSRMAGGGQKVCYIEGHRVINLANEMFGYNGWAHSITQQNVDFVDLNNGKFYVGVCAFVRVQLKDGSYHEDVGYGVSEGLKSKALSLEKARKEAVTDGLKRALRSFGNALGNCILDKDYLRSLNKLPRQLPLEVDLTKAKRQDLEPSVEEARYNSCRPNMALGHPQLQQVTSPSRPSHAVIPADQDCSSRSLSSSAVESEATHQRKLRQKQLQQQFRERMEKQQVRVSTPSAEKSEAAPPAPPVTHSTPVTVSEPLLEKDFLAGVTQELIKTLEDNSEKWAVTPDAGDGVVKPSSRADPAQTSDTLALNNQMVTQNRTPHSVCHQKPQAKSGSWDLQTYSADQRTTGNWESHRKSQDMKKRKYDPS
RAD54 inh = RAD54 (human) branch migration inhibition; inhibition, % at 10.4 µM; 0.14% of 360,000 active; RAD54 Holliday junction branch migration, FAM/BHQ fluorescence;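 active = mean normalized replicate activity at least 40 and at least half of replicates scoring 40 or more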;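 note: 0% = median of neutral control wells and 100% = median of positive control wells; inhibitors cause a drop in the FAM fluorescence signal; in these data hits start at about 50%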
S100A4 MyoIIA = inhibitors of human S100A4 binding to myosin IIA peptide; P26447; S100A4/TAMRA-MyoIIA peptide fluorescence polarization; inhibition, % at 10.7 µM; 0.14% of 360,000 active; AID 652163;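 active = mean inhibition of at least 70% across replicates, with every replicate also reaching that level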
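Assay system: human S100A4 monomer with TAMRA-labelled myosin IIA peptide / Buffer or medium: Calcium-containing HEPES buffer, pH 7.2 / Reagent: TAMRA-labelled myosin IIA heavy-chain peptide probe, 5 nM / Compound: one dose per compound / Timing: polarization read 5 min after assay mix addition, stable 5–60 min / Benchmarks: neutral control DMSO, positive control TFP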
esBAF inh = blocks esBAF chromatin remodeling in mouse ES cells; Bmi1-luciferase knock-in reporter, 24 h; 100% = twice the neutral-well signal; 2% of 350,000 active; AID 602393; reporter increase, % at 12.5 µM; in the data active = activation above about 40%;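 note: 0% = median of the plate's neutral control wells and 100% = double that signal; a rise in the Bmi1 reporter signal indicates esBAF inhibition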
FN deposition inh = fibronectin deposition inhibition. AH1F fibroblasts, Alexa488-fibronectin deposition fluorescence, overnight. AID 743247. inhibition, % at 12.6 µM. 0.086% of 350,000 active;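 active = mean inhibition across replicates of 30% or more, regardless of how many single replicates reach that level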;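 note: positive control wells lacked labelled fibronectin entirely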
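Assay system: AH1F fibroblast monolayer, labelled fibronectin deposition. Amount: 10000 cells per well. Also added: labelled fibronectin 24 nM. Compound: single-point pinned compound. Incubation: cell attachment 1 h, compound and FN exposure overnight. Detection: fluorescence after three HBSS washes, excitation 485 nm, emission 525 nm. Read-out: inhibition of fibronectin deposition signal.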
Xi reactivation = X-chromosome reactivation activator. XiGFP mouse fibroblasts, % GFP-positive cells imaging, 3 d; cells co-treated with 5-aza-dC sensitizer; scaled so ellipticine positive control = 100%. activation, % at 7.58 µM. 0.055% of 360,000 active;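 active = mean normalized replicate activation at least 10% and every replicate at or above 10%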;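 note: 0% = median of on-plate neutral control wells and 100% = ellipticine 6 µM median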
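Material: XiGFP fibroblasts, SV40-immortalized; Buffer or medium: DMEM containing 5-aza-dC; Compound dosing: single point; Times: 3 days compound exposure.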
EWS-Fli block = inhibitors of EWS/Fli oncoprotein transcriptional activity | inhibition, % at 12.6 µM | A673 NR0B1-luciferase reporter, viability-normalised | 0.67% of 350,000 active | AID 651661;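 active = mean inhibition of at least 50% after viability correction, with every replicate also passing that limit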;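 note: firefly luciferase signal divided by Alamar Blue viability fluorescence both relative to DMSO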
E-selectin induc = E-selectin induction on HUVECs | P16581 | HUVEC E-selectin immunofluorescence imaging; normalized: neutral wells 0, TNF-alpha wells 100 | activation, % at 7.58 µM | 0.37% of 260,000 active | AID 686992;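 active = mean E-selectin-positive cell signal at least 10% of the positive control, reached in at least 60% of replicates, without over 20% cell loss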;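 note: in these data hits start at about 27%; measured in HUVEC primary endothelial cells; signal is the percent of cells scored E-selectin positive by PE staining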
Target sequence (P16581 whole entry, looked up): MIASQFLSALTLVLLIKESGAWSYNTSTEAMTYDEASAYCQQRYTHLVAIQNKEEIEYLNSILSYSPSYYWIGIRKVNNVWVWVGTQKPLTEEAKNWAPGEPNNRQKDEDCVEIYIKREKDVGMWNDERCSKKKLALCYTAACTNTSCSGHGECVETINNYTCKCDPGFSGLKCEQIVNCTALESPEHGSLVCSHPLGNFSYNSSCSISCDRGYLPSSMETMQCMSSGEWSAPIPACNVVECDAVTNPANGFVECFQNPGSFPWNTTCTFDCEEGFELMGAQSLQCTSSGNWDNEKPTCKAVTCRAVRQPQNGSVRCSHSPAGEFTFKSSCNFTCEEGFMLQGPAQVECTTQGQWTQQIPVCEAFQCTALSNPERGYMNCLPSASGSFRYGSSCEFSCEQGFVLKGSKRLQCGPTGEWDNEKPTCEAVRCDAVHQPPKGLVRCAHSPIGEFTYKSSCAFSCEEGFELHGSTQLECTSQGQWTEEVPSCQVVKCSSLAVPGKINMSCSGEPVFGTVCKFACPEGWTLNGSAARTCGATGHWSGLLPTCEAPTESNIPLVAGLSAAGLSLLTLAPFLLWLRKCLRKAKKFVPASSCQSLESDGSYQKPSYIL
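Material: HUVEC primary endothelial cells; Amount: 3,000 cells per well; Dosing: single concentration; Medium: EGM-2 growth medium on 0.1% gelatin-coated wells; Read-out basis: percent E-selectin-positive cells; Signal: immunofluorescence imaging; Control set: TNF-alpha, DMSO.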
An asterisk follows results filed as active; . = no result given.

Compound	RAD52 inh	RAD54 inh	S100A4 MyoIIA	esBAF inh	FN deposition inh	Xi reactivation	EWS-Fli block	E-selectin induc
Cc1ccc(NC(=O)CCC(=O)N/N=C/c2ccc([N+](=O)[O-])o2)cc1C	2	-3	-2	10	-1	0.8	-5	0.2
COc1ccc(-c2nnc(NC(=O)c3ccc(S(=O)(=O)N(C)CC4CCCO4)cc3)o2)c(OC)c1 (stereo unspecified)	2	-15	6	1	.	0.1	.	0.7
O=C(c1cc(C2CC2)nn1-c1ccccc1)N1CCN(Cc2ccccc2F)CC1	-4	8	-1	-2	0	-0.1	2	-1.7
CC1CCN(C2=NC(=O)/C(=C/c3cccc(O)c3)S2)CC1	10	5	-8	9	-7	0.0	-13	-0.4
CCn1c(O)c(C=C2N=c3ccccc3=N2)sc1=S	-40	.	1	.	3	0.0	7	1.1
C[C@H]1CN([C@@H](C)CO)S(=O)(=O)c2ccc(-c3ccc(F)cc3)cc2O[C@H]1CN(C)C(=O)c1ccccc1F	5	6	-3	2	-8	0.0	3	0.0
Cc1ccccc1-n1c(SCC(=O)NCC2CCCO2)nc2c([nH]c3ccccc32)c1=O (stereo unspecified)	0	-3	-5	8	-13	0.3	.	0.1
Cc1cc(C)cc(NC(=O)CN2C(=O)c3ccccc3C2=O)c1	7	-3	-1	-6	-3	0.2	11	.
COc1cc(/C(C)=N/NC(=O)c2cccc(S(=O)(=O)N3CCCC3)c2)cc(OC)c1OC	9	-18	-2	-6	.	0.0	.	-0.8
CO[C@H]1CN(C)C(=O)c2cc(NC(=O)NC(C)C)ccc2OC[C@H](C)N(S(C)(=O)=O)C[C@H]1C	4	.	11	.	-4	0.1	-5	0.0
Cc1onc(-c2ccccc2Cl)c1C(=O)Nc1nc2ccc(S(C)(=O)=O)cc2s1	.	-7	.	.	12	0.0	.	0.0
O=C(N/N=C/c1ccc(F)cc1)c1ccc(OCc2ccccc2)cc1	-8	14	0	6	2	2.7	4	.
O=C(Nc1ccc(C(=O)N2CCCc3ccccc32)cc1)c1cccs1	-3	-11	1	3	2	0.4	-13	1.7
C[C@@H]1CN([C@@H](C)CO)C(=O)Cc2cc(N(C)C)ccc2O[C@H]1CN(C)Cc1ccc(C(F)(F)F)cc1	2	6	9	0	.	0.4	9	-0.9
CC(=O)Nc1ccc(S(=O)(=O)NCCc2ccccn2)cc1	-12	.	3	.	6	0.2	0	0.7
O=C(C1CCOCC1)N1CC(=O)N2[C@H](C1)[C@@H](c1ccc(-c3cccnc3)cc1)[C@@H]2CO	-7	.	4	.	3	0.0	2	0.0
CN(C)c1ccc(P(=O)(OC2CCCCC2)C(O)c2ccccn2)cc1 (stereo unspecified)	-18	.	7	8	-2	0.1	3	0.0
Cc1cc(C(=O)Nc2ccc(F)cc2C)cs1	-4	9	-3	.	-5	0.1	-37	0.0
C[C@@H]1CCCCO[C@H](CN(C)Cc2ccc3c(c2)OCO3)[C@@H](C)CN([C@H](C)CO)C(=O)c2cc(NS(=O)(=O)c3ccccc3)ccc2O1	12	-18	-7	-1	0	0.0	4	.
CCOc1ccccc1CNC(c1ccccc1)c1ccccc1	11	-4	-1	0	-7	0.0	11	-0.2
COc1ccc([N+](=O)[O-])c(OC)c1C(=O)NC(=O)Nc1nc(C)nc(C)n1	-6	-16	0	-4	.	0.1	0	-0.9
O=C(c1ccc2ccccc2n1)N1CCN(c2ccccc2)CC1	5	0	-6	5	.	.	0	.
CNC(=O)c1sc2nc(-c3ccc(OC)cc3)cn2c1C	9	14	-1	11	9	0.0	-64	0.5
O=C(c1n[nH]c2ccccc12)N1CCN(S(=O)(=O)c2ccc(Cl)cc2)CC1	-14	3	0	6	0	-0.1	5	0.2
N#C[C@H]1[C@@H](c2ccccc2-c2ccccc2F)[C@H](CO)N1C(=O)C1CCOCC1	-5	.	4	.	-5	0.0	3	-0.1
O=C(C[C@@H]1C=C[C@H](NC(=O)CC2CC2)[C@@H](CO)O1)NCc1ccc(-c2ccccc2)cc1	-13	-2	-2	7	-1	-0.2	-3	-0.6
CN(C)CC(=O)N[C@H]1CC[C@H](CCn2cc(C3CCCCC3)nn2)O[C@H]1CO	8	9	2	3	3	-0.1	2	0.0
Cc1cccc(N2C(=O)N3[C@H](c4ccc(F)cc4)[C@@H]4C(=O)N(C5CCCCC5)C(=O)[C@@H]4[C@]3(Cc3ccccc3)C2=O)c1	-91	4	-2	0	-4	0.4	10	.
COC(=O)C[C@@H]1CC[C@H]2[C@H](COc3ccc(NS(=O)(=O)c4ccccc4F)cc3C(=O)N2C)O1	.	-2	.	11	.	0.2	5	-0.1
C[C@H](CO)N1C[C@H](C)[C@H](CN(C)Cc2ccncc2)Oc2ccc(NC(=O)CCN3CCOCC3)cc2C1=O	-11	-1	-7	0	.	0.3	.	-7.4
COc1ccc(C2/C(=C(/O)c3ccc(C)cc3)C(=O)C(=O)N2c2ccccn2)cc1 (stereo unspecified)	-4	-1	9	7	-4	0.2	-15	-0.2
C[C@H]1CN([C@@H](C)CO)C(=O)c2cccc(NC(=O)c3nc4ccccc4s3)c2O[C@H]1CN(C)Cc1ccc(C(=O)Nc2ccccc2N)cc1	.	.	.	3	19	-0.1	34	1.2
COc1ccccc1NC(=O)N[C@H]1CC[C@@H](CC(=O)N2CCC(Cc3ccccc3)CC2)O[C@@H]1CO	-10	-10	13	-2	3	0.8	14	-0.7
O=C(C[C@H]1C[C@H]2c3cc(NC(=O)C4CCOCC4)ccc3O[C@H]2[C@H](CO)O1)NCc1ccccn1	5	3	5	-5	6	0.0	-1	-0.2
CC(=O)c1ccc(NC(=O)Cn2nc(C)c([N+](=O)[O-])c2C)cc1	-11	-7	-4	0	10	0.0	9	1.7
CCCCCCC1CC(=O)NC(=S)N1 (stereo unspecified)	-22	.	-5	.	0	0.2	12	0.1
Cc1ccc2[nH]c(=O)c3cc(C(=O)N4CCN(C(=O)c5ccco5)CC4)sc3c2c1	-13	0	2	-2	1	0.3	-6	.
CCC(=O)Nc1ccc2c(c1)Cc1cc(NC(=O)CC)ccc1-2	-7	-9	0	16	4	0.0	-28	-0.1
CS(=O)(=O)N1CC(=O)N2[C@H](C1)[C@H](c1ccc(C#CCC3CCCC3)cc1)[C@@H]2CO	3	.	-4	.	1	0.1	-13	0.1
CN1CC(=O)N(CC(=O)Nc2ccc(Br)cc2F)C1=O	-7	-2	-7	-3	6	-0.1	0	-1.4

Four of the compounds above, with each value named:
SMILES: COc1ccc(C2/C(=C(/O)c3ccc(C)cc3)C(=O)C(=O)N2c2ccccn2)cc1 (stereo unspecified)
  RAD52 inh = -4
  RAD54 inh = -1
  S100A4 MyoIIA = 9
  esBAF inh = 7
  FN deposition inh = -4
  Xi reactivation = 0.2
  EWS-Fli block = -15
  E-selectin induc = -0.2
SMILES: C[C@H]1CN([C@@H](C)CO)C(=O)c2cccc(NC(=O)c3nc4ccccc4s3)c2O[C@H]1CN(C)Cc1ccc(C(=O)Nc2ccccc2N)cc1
  RAD52 inh = .
  RAD54 inh = .
  S100A4 MyoIIA = .
  esBAF inh = 3
  FN deposition inh = 19
  Xi reactivation = -0.1
  EWS-Fli block = 34
  E-selectin induc = 1.2
SMILES: COc1ccccc1NC(=O)N[C@H]1CC[C@@H](CC(=O)N2CCC(Cc3ccccc3)CC2)O[C@@H]1CO
  RAD52 inh = -10
  RAD54 inh = -10
  S100A4 MyoIIA = 13
  esBAF inh = -2
  FN deposition inh = 3
  Xi reactivation = 0.8
  EWS-Fli block = 14
  E-selectin induc = -0.7
SMILES: O=C(C[C@H]1C[C@H]2c3cc(NC(=O)C4CCOCC4)ccc3O[C@H]2[C@H](CO)O1)NCc1ccccn1
  RAD52 inh = 5
  RAD54 inh = 3
  S100A4 MyoIIA = 5
  esBAF inh = -5
  FN deposition inh = 6
  Xi reactivation = 0.0
  EWS-Fli block = -1
  E-selectin induc = -0.2

(listing goes on)
Short keys – A = RAD52 inh; B = RAD54 inh; C = S100A4 MyoIIA; D = esBAF inh; E = FN deposition inh; F = Xi reactivation; G = EWS-Fli block; H = E-selectin induc
mol: CCC(=O)N(c1nnc(SCC(=O)Nc2ccccc2Cl)s1)C1CC1
  A: -4	B: -1	C: -2	D: 4	E: 0	F: -0.1	G: -4	H: -0.4
mol: C[C@@H]1CN([C@@H](C)CO)C(=O)c2cc(C#Cc3ccccc3)cnc2O[C@H]1CN(C)C(=O)C1CC1
  A: 30	B: -7	C: 0	D: -5	E: 15	F: 0.2	G: 4	H: -0.1
mol: CC(=O)c1sc(NC(=O)C2(F)C(F)(F)C(F)(F)C(F)(F)C(F)(F)C2(F)F)nc1C
  A: -22	B: 17	C: -2	D: -36	E: .	F: .	G: 26	H: .
mol: COC(=O)C1(C)NC(c2cccc(C)c2)C2C(=O)N(c3ccc(F)cc3)C(=O)C21 (stereo unspecified)
  A: -1	B: 7	C: -4	D: 0	E: -16	F: 0.0	G: 7	H: 0.1
mol: CN(Cc1ccc(Cl)cc1)C(=O)COC(=O)CSc1ccc([N+](=O)[O-])cc1
  A: -9	B: -4	C: 2	D: -9	E: -5	F: 0.0	G: -4	H: .
mol: CCCC(=O)Nc1ccc2c(c1)OC[C@@H](C)N(Cc1ccccn1)C[C@@H](C)[C@@H](OC)CN(C)C2=O
  A: 1	B: -5	C: 3	D: 0	E: -19	F: 0.2	G: 1	H: 0.7
mol: COc1cc(C(=O)NCC(c2cccs2)N2CCOCC2)cc(Br)c1OCc1ccccc1 (stereo unspecified)
  A: -17	B: 5	C: -4	D: -17	E: 8	F: 0.0	G: 29	H: -1.1
mol: Cc1csc(NC(=O)CCC(=O)N(CC(=O)NC2CCCC2)c2ccccc2)n1
  A: -6	B: 3	C: 0	D: 1	E: -17	F: 0.6	G: -1	H: .
mol: Cc1ccc(S(=O)(=O)N2CCCN(C)CC2)cc1
  A: -4	B: 7	C: -1	D: -2	E: 3	F: 0.0	G: 7	H: 0.1
mol: COc1ccc(C(=O)N2CCN(S(=O)(=O)c3ccc(Br)cc3)CC2)cc1
  A: -7	B: 0	C: 2	D: 7	E: 10	F: 1.3	G: 14	H: -0.2
mol: COc1ccc(/C=C(\NC(=O)c2ccccc2)C(=O)NCc2ccco2)cc1OC
  A: -11	B: 5	C: -5	D: 3	E: 2	F: 0.0	G: 2	H: -0.1
mol: CCN(C(=O)c1ccc2c(c1)OCO2)C12CC3CC(CC(C3)C1)C2
  A: -2	B: -3	C: -6	D: -7	E: -1	F: 0.0	G: 16	H: 0.8
mol: O=C(NCCCN1CCCC1=O)c1cc2ccccc2o1
  A: -10	B: 0	C: -4	D: -1	E: 10	F: 0.1	G: -11	H: -2.7
mol: Cc1ccc(NC(=S)N(CCCN(C)C)Cc2cc3cc4c(cc3[nH]c2=O)OCO4)cc1
  A: -7	B: .	C: -2	D: 2	E: -7	F: 0.0	G: 9	H: -0.6
mol: CCC(=O)N1CCC2(CC1)CN(C(=O)CN1CCOCC1)[C@H](CO)c1c2c2ccc(OC)cc2n1C
  A: -9	B: .	C: 14	D: .	E: .	F: 0.0	G: -6	H: -0.2
